Screening data deposited in PubChem BioAssay by Fisher Drug Discovery Resource Center.
NPYLR7 agonist = agonists of mosquito NPYLR7 receptor, primary screen, cell-based, Aedes aegypti, calcium fluorescence, mosquito biting behavior | HEK293T NPYLR7/Galpha15, GCaMP6s calcium fluorescence | activation, % at 10 µM | 270,000 tested, 0.15% active; in the data active = activation above about 40%;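 note: 0% = vehicle and 100% = reference agonist at the receptor; some compounds past the cut are filed as inactive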
mcGAS lum = cyclic GMP-AMP synthase inhibitors, mouse, primary biochemical chemiluminescence; recombinant cGAS, Kinase-Glo ATP depletion luminescence; inhibition, % at 12.5 µM; 160,000 tested, 0.15% active;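 note: 0% = negative control wells and 100% = reference inhibitor with no enzyme activity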
hcGAS lum = Primary biochemical luminescence assay for human cyclic GMP-AMP synthase inhibitors | inhibition, % at 12.5 µM | 290,000 tested, 0.081% active | Q8N884 | recombinant h-cGAS, ATP depletion, Kinase-Glo luminescence | AID 1259398, 2018;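 note: 0% = vehicle reaction and 100% = reaction without DNA for no activity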
Target sequence (Q8N884 whole entry, looked up): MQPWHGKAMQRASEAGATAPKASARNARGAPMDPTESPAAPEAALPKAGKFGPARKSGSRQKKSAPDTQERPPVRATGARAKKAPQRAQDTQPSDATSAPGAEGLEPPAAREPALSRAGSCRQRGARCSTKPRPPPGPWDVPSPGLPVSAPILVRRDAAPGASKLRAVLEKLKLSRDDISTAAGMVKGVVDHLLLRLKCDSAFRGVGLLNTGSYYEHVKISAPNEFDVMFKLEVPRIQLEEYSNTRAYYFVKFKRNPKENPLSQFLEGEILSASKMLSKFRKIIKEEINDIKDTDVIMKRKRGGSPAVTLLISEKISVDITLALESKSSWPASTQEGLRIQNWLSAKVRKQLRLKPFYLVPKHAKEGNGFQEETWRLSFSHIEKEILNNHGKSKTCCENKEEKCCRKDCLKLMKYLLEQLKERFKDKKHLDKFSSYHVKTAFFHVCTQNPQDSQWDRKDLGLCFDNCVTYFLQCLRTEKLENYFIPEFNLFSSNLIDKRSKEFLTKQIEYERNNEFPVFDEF
An asterisk follows results filed as active; · = no result given; & = joins results of further samples; ! = a repeat was not active. Cut-off read from the data, not from the text of the source, unless noted: active = inhibition above about 40%; inactive = the rest.

item	Molecule	NPYLR7 agonist	hcGAS lum	mcGAS lum
1	C=CCN1C(=O)NC(c2ccc(C(F)(F)F)cc2)C2=C1CN(C1CC1)C2=O (stereo not given)	·	-5	-12
2	CC(C)(C)OC(=O)N1CCN(CCNC(=O)CCn2ccc(=O)[nH]c2=O)CC1	2	-6	·
3	Cc1c(C(=O)NCc2ccc3c(c2)OCCO3)sc(=O)n1CC(=O)c1ccc(Cl)cc1	-6	-5	·
4	CCc1cccc(NC(=O)Cn2nc(SC)c(-c3nc(-c4ccc5c(c4)OCO5)no3)c2N)c1	23	-6	-7
5	CC(C)Oc1ccc(C(C(=O)O)N2CCCC2)cc1 (stereo not given)	-3	-7	-9
6	CCn1cc(CNC(=O)c2ccc(OC)c(OC3CCN(C(C)C)CC3)c2)cn1	6	-11	·
7	CCN(CC)C(=O)CSc1ncnc2sc3c(c12)CCC3	-4	0	·
8	COc1ccc(CNC(=O)c2ccc(-n3nc(-c4cccc(C(F)(F)F)c4)cc3N)cc2)cc1	-9	-3	-5
9	CC1(C(=O)NS(=O)(=O)Cc2ccccc2C(F)(F)F)CCN1C(=O)CC1CC1 (stereo not given)	0	-9	·
10	Cc1nnc(SCCCNC(=O)c2ccc3nc[nH]c3c2)s1	0	-3	-8
11	Cc1nn(C)c(C)c1C(C)NC(=O)N1CCCC1CC1CCCCC1 (stereo not given)	-2	-5	·
12	O=C(O)CCCC[C@@H]1SC[C@@H]2NC(=O)N[C@@H]21	9	-4	·
13	O=C(Cn1cccn1)N1CCCC(Nc2ccc3c(c2)OCCO3)C1 (stereo not given)	0	-10	·
14	CCOc1ccc(CN(C)c2c(C#N)c(=O)n(C)c(=O)n2C)cc1OC	0	-8	-15
15	COc1ccc(C(=O)OC2CC3CC[C@H](C2)N3C(C)=O)cc1OC (stereo not given in full)	1	-8	-4
16	CNCCN1C(=O)C(C)SC1c1ccc(C(F)(F)F)cc1 (stereo not given)	-1	-2	-5
17	Cc1nc(SCC(=O)NC(=O)NC(C)C)c2c(C)c(C)sc2n1	6	-9	·
18	C=C(C)COc1ccccc1C(=O)NCCc1c(C)n[nH]c1C	6	-4	·
19	O=C(NCc1ccncc1)c1cc(-c2cccs2)nn1-c1cccc([N+](=O)[O-])c1	10	-6	-3
20	O=C1NCCN2CCN(C(=O)Cn3cccc3)CC12 (stereo not given)	2	4	·
21	CN(C)C1(CN)CCCCCC1	-10	-1	·
22	Cc1ccc2c(C)c(C(=O)N3CCC(c4ccccc4C(=O)O)C3)oc2c1 (stereo not given)	-6	-3	·
23	CCOc1ccc(-n2c(C(CC)N(CCCOC)C(=O)c3cccc(F)c3)nc3ccccc3c2=O)cc1 (stereo not given)	5	-3	-3
24	CN(C)c1ccc(C(F)(F)F)cc1NCc1ccoc1	-2	1	-1
25	Cc1ccc(CN2C(=O)OC(c3cccc(NC(=O)Cc4ccccc4)c3)C2C(=O)N2CCCC2)cc1 (stereo not given)	·	-8	-7
26	CCc1[nH]nc(NC(=O)COCC(F)(F)F)c1Br	6	-9	·
27	CCOc1cc(-c2nccn2CCN2CCNC2=O)ccc1O	-3	-7	-13
28	Cc1cccc(-n2nnc3c(=O)[nH]cnc32)c1	-7	-3	·
29	CCC(CC)C(=O)N(C)c1c(C)nc2c(OCC(=O)c3ccc(F)cc3)cccn12	-5	1	0
30	CCN(CC)C(=O)CCCNS(=O)(=O)c1ccccc1C#N	2	-7	·
31	CSc1ncc(C(=O)NCC(=O)Nc2c(C)cc(C)cc2C)n1-c1ccccc1	14	-3	-7
32	CC(C)n1c(SCc2ccc(Br)cc2)nc2cc(S(=O)(=O)N3CCCC3)ccc21	·	2	2
33	CC(C)OC(=NCCN1CCCCC1)NC(=O)c1cccc(C(F)(F)F)c1	0	2	1
34	CO[C@@]1(NC(=O)CSCC#N)C(=O)N2C(C(=O)O)=C(CSc3nnnn3C)CSC21 (stereo not given in full)	49*!	-6&-5	·
35	COCc1ccccc1NC(=O)C(C)N1C(=O)c2cc(Cl)c(Cl)cc2C1=O (stereo not given)	-4	5	-4
36	O=C(OCc1nc(C(=O)NCCc2cccnc2)cs1)c1ccccc1	6	-3	-3
37	O=C(NC1CCCCNC1=O)c1cc(-c2ccc(F)cc2)nc2cc(-c3ccccc3)nn12 (stereo not given)	-1	-8	-5
38	Nc1nc(SC(C(=O)NC2CCCCC2)c2ccccc2)n[nH]1 (stereo not given)	-13	4	·
39	CSc1ccc(CN2CCC2(C)C(=O)NC2CCN(Cc3ccccc3)CC2)cc1 (stereo not given)	3	-5	·
40	Cc1ccc(-c2nnc(SCC(=O)N3CCCC3=O)o2)cc1	-13	5	·

The list goes on, overlapping the part above by 2 compounds.
item	Molecule	NPYLR7 agonist	hcGAS lum	mcGAS lum
39	CSc1ccc(CN2CCC2(C)C(=O)NC2CCN(Cc3ccccc3)CC2)cc1 (stereo not given)	3	-5	·
40	Cc1ccc(-c2nnc(SCC(=O)N3CCCC3=O)o2)cc1	-13	5	·
41	COc1ccc(CCC(=O)N(C)CC(=O)Nc2cc(C)on2)cc1Br	-2	2	·
42	c1ccc(C2=Nc3ccccc3NC(c3ccccc3)C2)cc1 (stereo not given)	-13	-6	-7
43	Nc1nc(CCCNC(=O)c2cccc3ccnn23)cs1	-3	-6	-11
44	Cc1nc(C(C)C)sc1C(=O)N1CCCN(C)C2(CCN(C)CC2)C1	-4	4	3
45	COC(=O)c1sc(NC(=O)c2ccccc2)c(C(=O)OC)c1C	-5	6	·
46	Cn1cnc2c(NCCc3ccccc3)nccc21	-4	-8	-7
47	COc1cccc(-c2csc(-n3nc(C)cc3NC(=O)C3CC(=O)N(c4ccccc4C)C3)n2)c1 (stereo not given)	-7	-4	-7
48	CSc1ccccc1NC(=O)C1(C)CCN1C(=O)C1CCCCC1 (stereo not given)	3	-9	·
49	COc1ccc(CNC(=O)c2cn(Cc3ccc(C)cc3)c(=O)s2)cc1	8	6	·
50	O=C(C1CCOC1)N1CCN(C2Cc3ccccc3C2)CC1 (stereo not given)	-5	-3	·
51	CCOc1cc2c(cc1NC(=O)C1CC3CCCC(C1)C31SCCS1)OC(C)C2 (stereo not given)	6	-4	·
52	Cc1ccc(C(C)C)cc1OCCCn1cnc2ccccc21	-5	0	·
53	CCCCSc1nnc2c(n1)OC(c1cc(C)ccc1C)Nc1ccccc1-2 (stereo not given)	-15	1	-4
54	Cc1noc(C)c1C(=O)Nc1ccc(Cl)cc1C(=O)N1C(C)CCCC1C (stereo not given)	3	-7	-15
55	Cc1c(Cl)c(C(=O)N2CCCN(CC3CC3)C(C(C)C)C2)nn1C (stereo not given)	21	-7	·
56	Cc1cc(OC(=O)/C=C/c2ccc3c(c2)OCO3)c([N+](=O)[O-])c(=O)[nH]1	-6	-3	-4
57	O=C(Nc1ccccc1)N1CCCC(OCc2ccccc2Cl)C1 (stereo not given)	-8	-3	-3
58	Cc1ccc(S(=O)(=O)NC(C)(C)CN2CCc3ccccc3C2)cc1	2	-2	·
59	COc1ccc(OC)c(-c2nc3c(C)cccn3c2Nc2c(C)cccc2C)c1	20	-8	-4
60	O=C(COc1ccccc1)Nc1ccc(-c2nc3ccccc3c(=O)o2)cc1	-6	-4	-4

Reprinted from the part before: 5 compounds; new compounds follow.
item	Molecule	NPYLR7 agonist	hcGAS lum	mcGAS lum
56	Cc1cc(OC(=O)/C=C/c2ccc3c(c2)OCO3)c([N+](=O)[O-])c(=O)[nH]1	-6	-3	-4
57	O=C(Nc1ccccc1)N1CCCC(OCc2ccccc2Cl)C1 (stereo not given)	-8	-3	-3
58	Cc1ccc(S(=O)(=O)NC(C)(C)CN2CCc3ccccc3C2)cc1	2	-2	·
59	COc1ccc(OC)c(-c2nc3c(C)cccn3c2Nc2c(C)cccc2C)c1	20	-8	-4
60	O=C(COc1ccccc1)Nc1ccc(-c2nc3ccccc3c(=O)o2)cc1	-6	-4	-4
61	CCC1OC2CC3(O1)C1CCC4=CC(=O)CCC4(C)C1CCC3(C)C2C(C)=O (stereo not given)	5	-9	·
62	NCCc1nc(NCc2ccccc2Cn2cccn2)c2ccccc2n1	22	-3	-12
63	Cc1ccc(-c2nc(C=Nc3cccc(C(F)(F)F)c3)c(O)o2)cc1	-3	-1	·
64	CCc1ccc(C(=O)NN(C(=O)c2ccc(CC)cc2)C(C)(C)C)cc1	-7	-6	·
65	O=C(Nc1ccc(-c2ccccc2)cc1Cl)C1CC1	7	-10	·
66	Cc1ccc(CNC(=O)C2CC(c3ccccc3)=NO2)cc1 (stereo not given)	1	-10	·
67	Cc1cc(SCC(=O)NCc2ccccn2)nc2ccccc12	0	-4	-8
68	CC(OCC(F)(F)F)C(=O)Nc1ccc2ccccc2n1 (stereo not given)	-22	-3	·
69	CC1(C(=O)Nc2ccc(Cl)c(Cl)c2)CCN1C(=O)Cc1cc(F)ccc1F (stereo not given)	-1	2	-1
70	O=C(Nn1c(SCc2cccc([N+](=O)[O-])c2)nc2ccccc2c1=O)c1ccccc1	-6	3	·
71	Cc1cc(C(=O)O)n[nH]1	-4	-12	·
72	CC(OC(=O)c1cscn1)c1ccc2c(c1)NC(=O)CO2 (stereo not given)	-11	2	1
73	Cc1ccc(NC(=O)CC2CSc3nc4c(cnn4-c4ccccc4)c(=O)n32)cc1F (stereo not given)	1	-6	-6
74	COc1cccc(OC)c1-c1cccc([C@@H](C)N)c1	9	-5	·
75	O=C(Nc1ncc(S(=O)(=O)c2ccc([N+](=O)[O-])cc2)s1)C(F)(F)C(F)(F)C(F)(F)F	-2	1	·
76	O=C1NC(Cc2ccccc2)C(=O)N1CCOc1c(Cl)cccc1Cl (stereo not given)	-2	-5	·
77	COc1ccccc1C(=O)NC1CCN(c2ccccc2C(=O)N2CCc3ccccc3C2)CC1	1	-2	0
78	COC(=O)CCCC(=O)N1CCCN(Cc2cc(=O)c(OCc3cccc(OC)c3)co2)CC1	39	-5	-8
79	CCOC(=O)c1ccc2c(c1)nc(SCc1ccc(C(F)(F)F)cc1)n2Cc1cccc(F)c1	-6	1	3
80	O=c1nccc(C(F)(F)F)[nH]1	0	-2	·
81	COc1ccc(NC(=O)NCCNc2ccc(Nc3ccccn3)nn2)cc1OC	8	-6	·
82	Cc1cc(C)n(CC(=O)N2CCC(Cc3cccc(C(=O)O)c3)CC2)c(=O)n1	-1	-6	-11
83	O=C(CN1CCCc2cc(F)c(F)cc21)Nc1ccccc1F	9	-17	·
84	C#CCOCC(O)CN(Cc1c(-c2ccccc2)noc1N(CC)CC)CC1CCCO1 (stereo not given)	0	-6	-4
85	COc1ccc2c(c1)CCc1cc(CCC(=O)NCCN3CCCC3)n(-c3ccc4ncsc4c3)c1-2	31	-2	-6
86	CSc1ncc(CNCc2ccco2)c(N2CCc3ccccc3C2)n1	18	-6	-5
87	O=C(CCCn1nc(-c2cccs2)ccc1=O)N1CCc2ccccc21	1	0	-6
88	COc1cc(OC)c(OC)cc1C=Nn1cc(-c2ccccc2)[nH]c1=S	5	13	·
89	COC(=O)c1sc(N2C(=O)C(=O)C(=C(O)c3ccc(OC)cc3)C2c2ccccc2F)nc1C (stereo not given)	3	-4	-8
90	COc1ccc(-n2ncc(Oc3cccc(C)c3C)c(Nc3cccc(C(=O)NCc4ccco4)c3)c2=O)cc1	13	-5	-4
91	Clc1ccccc1Nc1cc2c(cn1)ncn2-c1ccccc1	8	-4	-6
92	C=C1CCC(OC(C)=O)C2(C)CC3(O)OC(=O)C(C)=C3CC12 (stereo not given)	-8	-4	-5
93	Cc1nonc1CN(C)C(=O)c1cc(C(C)C)nn1C	0	4	·
94	CCCCc1ccc(-c2nc(C=Nc3cccnc3)c(O)o2)cc1	3	-7	-6
95	O=c1cc(CO)oc(CN2CCN(CCO)CC2)c1O	12	-2	·
96	O=C(Nc1ccc(Br)cc1)c1cccn(OCc2ccccc2F)c1=O	3	-6	-7
97	Cc1cc(C(F)(F)F)n2nc(C)cc2n1	1	-5	·
98	N#CC(C(=O)N1CCCC1)=C1N=C(N)c2ccccc21	-2	-6	-6
99	Nc1cc(-c2ccc(Cl)c(Cl)c2)nn1-c1ccc(C(=O)Nc2cccc(Cl)c2)cc1	-8	-2	0
100	CCOCCOc1nc(-c2ccccc2C)n(-c2ccc(NC(=O)c3ccc(Cl)c(Cl)c3)cc2)n1	20	-6	-4
101	COC(=O)c1ccc2c(=O)[nH]c(COC(=O)c3ccccc3C)nc2c1	3	-7	·
102	CCCCc1cnc2c(c1SCC(=O)Nc1ccccc1C)c(=O)n(C)c(=O)n2C	1	-6	-7
103	Cn1cc(C(=O)N2CCOCC2)cc(NC(=O)c2c(F)cccc2Cl)c1=O	-16	-1	-9

Part of the list above in order of number of heavy atoms, smallest number first:
item	Molecule	NPYLR7 agonist	hcGAS lum	mcGAS lum
84	C#CCOCC(O)CN(Cc1c(-c2ccccc2)noc1N(CC)CC)CC1CCCO1 (stereo not given)	0	-6	-4
89	COC(=O)c1sc(N2C(=O)C(=O)C(=C(O)c3ccc(OC)cc3)C2c2ccccc2F)nc1C (stereo not given)	3	-4	-8
90	COc1ccc(-n2ncc(Oc3cccc(C)c3C)c(Nc3cccc(C(=O)NCc4ccco4)c3)c2=O)cc1	13	-5	-4
